Screens (PubChem BioAssay)
Pf apPOL block: Pf-apPOL inhibitors, biochemical, fluorescence. inhibition, % at 10 µM. Recombinant Pf-apPOL, molecular beacon fluorescence, 1.5 h. actives 0.25% (n = 210,000). AID 1794808, 2022
mHTT CaM bind: mutant huntingtin-calmodulin interaction inhibitors – biochemical, AlphaScreen, primary screen | P42858 | AlphaScreen His-mHTT/GST-CaM binding, luminescence | inhibition, % at 15 µM | actives 3.6% (n = 190,000) | AID 1671202, 2021;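 note: 0% = both proteins with DMSO and 100% = one protein alone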
Target sequence (P42858 whole entry, looked up, stated change not applied): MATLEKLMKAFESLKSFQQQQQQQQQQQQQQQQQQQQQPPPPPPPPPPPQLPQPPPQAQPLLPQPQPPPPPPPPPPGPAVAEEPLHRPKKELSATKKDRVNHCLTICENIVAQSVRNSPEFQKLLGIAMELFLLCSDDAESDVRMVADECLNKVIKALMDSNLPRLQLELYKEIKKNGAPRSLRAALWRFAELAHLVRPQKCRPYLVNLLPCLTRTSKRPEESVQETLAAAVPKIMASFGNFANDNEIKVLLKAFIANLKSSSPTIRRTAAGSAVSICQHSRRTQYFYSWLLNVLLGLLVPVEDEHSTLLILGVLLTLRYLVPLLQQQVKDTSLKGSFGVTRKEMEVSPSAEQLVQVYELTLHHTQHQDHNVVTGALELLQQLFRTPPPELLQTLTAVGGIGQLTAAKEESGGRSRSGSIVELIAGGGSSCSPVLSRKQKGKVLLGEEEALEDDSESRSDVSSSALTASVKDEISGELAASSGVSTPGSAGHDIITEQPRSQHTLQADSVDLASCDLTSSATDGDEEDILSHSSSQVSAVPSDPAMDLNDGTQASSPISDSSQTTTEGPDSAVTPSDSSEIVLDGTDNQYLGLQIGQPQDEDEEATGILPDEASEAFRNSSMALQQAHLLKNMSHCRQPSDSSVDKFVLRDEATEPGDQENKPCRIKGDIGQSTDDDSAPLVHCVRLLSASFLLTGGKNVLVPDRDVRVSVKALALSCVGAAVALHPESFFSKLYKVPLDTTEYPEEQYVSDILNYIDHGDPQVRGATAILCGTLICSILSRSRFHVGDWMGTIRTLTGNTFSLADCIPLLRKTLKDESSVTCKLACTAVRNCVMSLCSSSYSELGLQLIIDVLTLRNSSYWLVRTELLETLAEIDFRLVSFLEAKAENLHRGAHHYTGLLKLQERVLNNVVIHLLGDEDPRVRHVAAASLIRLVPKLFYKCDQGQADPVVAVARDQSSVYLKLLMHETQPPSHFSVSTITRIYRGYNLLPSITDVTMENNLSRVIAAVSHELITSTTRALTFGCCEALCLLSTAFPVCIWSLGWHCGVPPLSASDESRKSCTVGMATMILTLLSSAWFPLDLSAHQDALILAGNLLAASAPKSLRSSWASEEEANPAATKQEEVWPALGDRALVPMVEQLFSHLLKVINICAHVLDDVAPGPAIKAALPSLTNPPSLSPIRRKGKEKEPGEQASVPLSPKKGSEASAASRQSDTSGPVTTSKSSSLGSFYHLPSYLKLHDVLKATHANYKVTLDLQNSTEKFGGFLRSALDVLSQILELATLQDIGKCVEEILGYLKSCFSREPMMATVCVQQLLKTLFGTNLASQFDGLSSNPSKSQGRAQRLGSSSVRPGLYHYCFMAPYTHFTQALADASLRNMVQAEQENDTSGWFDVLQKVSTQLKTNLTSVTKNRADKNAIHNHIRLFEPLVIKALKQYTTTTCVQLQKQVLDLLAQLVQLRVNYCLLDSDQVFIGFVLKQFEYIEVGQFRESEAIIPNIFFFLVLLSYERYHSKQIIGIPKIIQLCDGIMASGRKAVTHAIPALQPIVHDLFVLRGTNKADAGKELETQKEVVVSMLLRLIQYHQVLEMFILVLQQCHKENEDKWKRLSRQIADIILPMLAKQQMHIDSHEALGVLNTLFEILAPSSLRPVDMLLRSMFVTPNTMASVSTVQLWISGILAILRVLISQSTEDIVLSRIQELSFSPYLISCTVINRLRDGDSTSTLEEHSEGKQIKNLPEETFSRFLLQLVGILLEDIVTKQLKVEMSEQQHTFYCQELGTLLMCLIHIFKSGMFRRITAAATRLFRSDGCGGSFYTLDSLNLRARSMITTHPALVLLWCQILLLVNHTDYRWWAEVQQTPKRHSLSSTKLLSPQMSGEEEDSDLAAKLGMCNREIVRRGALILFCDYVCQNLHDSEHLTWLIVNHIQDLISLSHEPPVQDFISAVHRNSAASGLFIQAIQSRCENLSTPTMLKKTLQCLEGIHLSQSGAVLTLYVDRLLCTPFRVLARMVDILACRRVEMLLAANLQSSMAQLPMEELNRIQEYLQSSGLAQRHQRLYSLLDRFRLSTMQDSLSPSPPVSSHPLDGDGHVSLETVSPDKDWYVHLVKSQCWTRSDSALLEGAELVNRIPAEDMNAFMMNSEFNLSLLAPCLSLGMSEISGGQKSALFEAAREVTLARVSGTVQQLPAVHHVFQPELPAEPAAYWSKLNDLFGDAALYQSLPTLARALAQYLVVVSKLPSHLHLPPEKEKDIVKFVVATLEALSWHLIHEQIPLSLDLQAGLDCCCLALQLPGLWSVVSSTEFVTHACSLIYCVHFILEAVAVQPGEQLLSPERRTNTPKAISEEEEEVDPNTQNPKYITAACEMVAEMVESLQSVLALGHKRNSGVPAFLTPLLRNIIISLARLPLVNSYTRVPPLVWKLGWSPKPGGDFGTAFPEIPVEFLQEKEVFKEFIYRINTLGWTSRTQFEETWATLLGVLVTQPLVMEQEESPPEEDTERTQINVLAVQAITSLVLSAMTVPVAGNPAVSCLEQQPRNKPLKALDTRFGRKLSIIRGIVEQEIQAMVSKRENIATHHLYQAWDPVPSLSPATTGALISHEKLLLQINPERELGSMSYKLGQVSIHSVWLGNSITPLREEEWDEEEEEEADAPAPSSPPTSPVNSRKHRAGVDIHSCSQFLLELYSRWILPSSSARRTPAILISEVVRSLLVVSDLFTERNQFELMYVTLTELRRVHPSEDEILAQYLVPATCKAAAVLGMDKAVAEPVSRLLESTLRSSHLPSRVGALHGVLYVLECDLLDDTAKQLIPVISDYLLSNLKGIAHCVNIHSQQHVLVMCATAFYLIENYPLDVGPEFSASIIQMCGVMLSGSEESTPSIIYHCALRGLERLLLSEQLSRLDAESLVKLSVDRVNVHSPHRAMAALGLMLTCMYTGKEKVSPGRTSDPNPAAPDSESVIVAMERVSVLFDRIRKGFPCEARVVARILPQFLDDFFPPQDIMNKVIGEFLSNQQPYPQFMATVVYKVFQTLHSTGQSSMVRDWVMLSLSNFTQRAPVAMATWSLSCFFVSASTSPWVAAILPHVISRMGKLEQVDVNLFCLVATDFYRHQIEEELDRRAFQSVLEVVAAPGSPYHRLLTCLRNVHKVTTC
* = called active by the depositor; i = inactive; . = not tested or not shown; & = joins results of further samples. Cut-off read from the data, not from the text of the source: active = inhibition above about 50%; inactive = the rest.

Structure | mHTT CaM bind | Pf apPOL block
O=C(NCCc1c[nH]c2ccccc12)C1CCN(c2ccncc2)CC1 | 14 | -2
CCc1ccc(NC(=O)N2CCc3c(c(COCc4ccccc4)nn3C)C2)cc1 | 20 | -3
O=C(Nc1ccc2oc(-c3cccnc3)nc2c1)c1cccc(Br)c1 | 1 | -3
CCCOC(=O)C1=CN(CC)S(=O)(=O)N=C1C | -16 | 1
CC(=O)N1CCN(Cc2cnoc2-c2cccc(C)c2)CC1 | 3 | -3
O=C(c1ccccc1NC(=O)C(Cl)(Cl)Cl)N1CCSCC1 | . | -1
O=C1OC(=O)C2C3CCC(O3)C12 (stereo not drawn) | . | 2
Cc1ccc(C(=O)N2CCC(COc3ccc(C(=O)NC(C)C)cc3)CC2)c(C)c1 | 18 | 0
CCOc1ccc(NC(=O)c2ccc([N+](=O)[O-])s2)cc1 | 9 | -6
COc1ccccc1N1CCN(C(=O)CN2C(=O)c3ccccc3C2=O)CC1 | 11 | -3
O=C(NCc1ccccc1)c1cccc(NC(=O)C2CCCCC2)c1 | -12 | -5
O=C1NCC(O)=C1C=NC12CC3CC(CC(C3)C1)C2 | -1 | -2
C=CCOc1ccc(/C=C2\SC(=O)N(CC(=O)N3CCOCC3)C2=O)cc1OC | 20 | -9
CC(=O)c1ccc(Oc2ncnc(N)c2[N+](=O)[O-])cc1 | 3 | 1
Cc1cc(O)c(C)c2c1CCC1C(C)C(=O)OC21 (stereo not drawn) | . | -15
CCN(C)C(=O)c1ccccc1N1CCC(NC(=O)Nc2ccc(C)cc2)CC1 | 10 | -6
COc1ccc(OC)c(NC(=O)N2CCCC2c2ccccc2Cl)c1 (stereo not drawn) | 16 | 1
CCN([C@H](CO)CC(C)C)S(=O)(=O)c1ccccc1 | -16 | -2
CC(Sc1ccc(Cl)cc1)C(=O)N1CCN(c2ccccc2)CC1 (stereo not drawn) | 8 | 1
O=C1C=CC(=NOC(=O)c2ccc(Cl)cc2)C=C1 | 14 | -4
COc1cc(Cl)c(C(F)(F)F)cc1NC(C)=O | . | -7
CCn1c2ccccc2c2cc(CN3CCC(N4CCN(CCO)CC4)CC3)ccc21 | 10 | -4
CC(C)NC(=O)Cc1cn2cc(Br)ccc2n1 | -2 | -1
Cc1noc(C2CN(C(=O)c3cnn(-c4ccccc4)n3)C2)n1 | -14 | -2
CCOc1ccc(CCNC(=O)CCCN2C(=O)CCn3nc(C)cc32)cc1 | -3 | -6
O=c1nc2sc3ccccc3n2c(=O)n1-c1ccccc1 | . | -3
CS(=O)(=O)N1CCN(C(=O)c2cc(-c3ccco3)on2)CC1 | 0 | 6
O=c1c(-c2ccc3c(c2)OCCO3)coc2c(CN3CCCC3)c(O)ccc12 | 5 | -1
Cc1cc(OCC(=O)Nc2ccccc2)nc(N2CCCC(C)C2)n1 (stereo not drawn) | -5 | -2
c1ccc(Cc2c[nH]c3ccccc23)cc1 | 61* | -1
CN(C)c1ccc(CN2CCCC(O)C2)cc1 (stereo not drawn) | -3 | -1
CC1(C)CC(=O)C(C(C2=C(O)CC(C)(C)CC2=O)c2cccc(OCc3ccccc3)c2)C(=O)C1 (stereo not drawn) | 16 | 1
CC(C)C(=O)NCc1csc(C2CCCN(C(=O)c3cccs3)C2)n1 (stereo not drawn) | 4 | -1
CC(C)n1cc2cc(C(=O)N3CCN(C4CCCC4)CC3)sc2c1 | 24 | -3
COc1ccc(CN2CCN(C(=O)c3cc(OC)c(OC)c(OC)c3)CC2)cc1Br | 13 | -4
O=C(Nc1cccs1)Nc1ccccc1NC(=O)c1ccccc1Cl | 3 | 1
O=C(/C=C/c1ccc(NC(=O)c2cccs2)cc1)c1ccco1 | 22 | 4
NCCNc1ccc([N+](=O)[O-])c(NC2CC2)c1 | 3&21 | -9
Cc1ccc(N=Cc2cc3ccccc3[nH]c2=O)cc1 | 57* | -1
CC(C)c1cc(C2CCCN2C(=O)Cc2ccc(Cl)cc2)no1 (stereo not drawn) | 0 | -2
COc1ccc(CN2CCCC(C(=O)N3CCN(C)CC3)C2)cc1 (stereo not drawn) | -1 | 0
O=C(c1ccccc1)N1CCN(C(=O)c2cccs2)CC1 | -6 | 1
Cc1ccc(-c2nc3ncccc3o2)cc1NC(=O)c1ccc([N+](=O)[O-])cc1[N+](=O)[O-] | 2 | 2
Cc1oc2c(F)c(F)c(F)c(F)c2c1C#N | . | 0
CC1CCN(c2ccc(N3CCC(C(=O)N4CCN(c5ccccc5)CC4)CC3)nn2)CC1 | 6 | 4
Cc1ccc(CNC(=O)c2ccc(-c3ccsc3)nc2)o1 | 6 | 1
CCOCCn1c2ccccc2c2nc3ccccc3nc21 | -22 | -2
COc1ccc(C(=O)CSc2ncn[nH]2)cc1OC | -2&-3 | 0&-3
COc1ccc(C2N(c3cc(Cl)ccc3OC)C(=O)C3CCCN32)c(OC)c1 (stereo not drawn) | 15 | -2
CC1CCC2(CC1)NC(=O)N(CC(=O)N1CCN(c3ccccc3)CC1)C2=O (stereo not drawn) | 0 | -2
Cc1ccc(C(C)C)c(OCC(O)CNCc2ccccc2)c1 (stereo not drawn) | -12 | -14
Cc1ccc(C(=O)N2CC(C)C(c3nc(-c4ccccc4)no3)C2)cn1 (stereo not drawn) | 10 | -4
O=C(NNC(=O)c1cc(OCC(F)(F)F)ccc1OCC(F)(F)F)c1cccs1 | . | -16
Cc1cccc(C)c1OCC(=O)N1CCCCC1CCN1CCCCC1 (stereo not drawn) | 2 | -10
Cc1cccc(C(CC(=O)N2CCCC2)c2ccccc2)c1O (stereo not drawn) | -4 | -3
CC(=O)c1ccc(NS(=O)(=O)c2cc3c(s2)CCN(C(C)=O)C3)cc1 | -1 | -3

Carrying on.
Structure | mHTT CaM bind | Pf apPOL block
COc1cc(C(=O)NN)cc(OC)c1OC | -3 | 0&-2
COc1ccc(OC)c(S(=O)(=O)NCCC2CCN(C(=O)c3ccc(C)cc3)CC2)c1 | 63* | -6
CCOc1ccc(/C=C2/SC(N3CCOCC3)=NC2=O)cc1 | 3 | -2
COc1ccc2nc(N3CCCC(C(=O)NCCN4CCCCCC4)C3)sc2c1 (stereo not drawn) | 6 | -8
Cc1nc2ccccc2c2c1C(=O)N(CC(=O)O)C2=O | -3 | 7
Cc1nn2c(=O)/c(=C/c3ccc(N(C)C)cc3)sc2nc1=O | 0 | 4
CCc1ccc(CC)c(S(=O)(=O)Nc2ccc(O)c(C(=O)O)c2)c1 | 9 | 8
c1ccc(-c2cnn3cc(-c4ccc(OCCN5CCOCC5)cc4)cnc23)cc1 | . | 15
O=c1[nH]c2ccc(S(=O)(=O)Nc3ccc(C(F)(F)F)cc3)cc2[nH]c1=O | -4 | -8
CCOc1ccccc1NC(=O)Cn1c2ccc(Cl)cc2c(=O)n1C(C)(C)C | -4 | -2
Cc1ccc(NC(=O)CCSc2ccccc2)cc1N1CCCCC1=O | -8 | -7
Cc1occc1C(=O)O/N=C(\N)c1ccc(Cl)cc1 | i | 9
COCCNC(=O)C1CCN(c2cncnc2N2CCCCC2)CC1 | -7 | 0
CC(=O)Oc1cc(OC(C)=O)c2c(=O)c(-c3ccc4c(c3)OCCO4)c(C)oc2c1 | 0 | 4
Cn1c(=O)[nH]c(=O)c2c1nc(SCC(=O)O)n2Cc1ccccc1Cl | 1 | -7
COc1ccc(C)cc1Nc1nc(C(=O)Nc2cccnc2)cs1 | -7 | 0
C=CCNC(=O)C1CC(c2ccc(OC)cc2)=NO1 (stereo not drawn) | -9 | -2
O=S(=O)(Nc1ccc(N2CCCCC2)cc1)c1ccc(F)cc1 | . | 2
O=C(NCCNc1ccc([N+](=O)[O-])cc1)c1ccccc1F | 3 | -2
COc1ccc(OS(=O)(=O)c2ccc(-c3cc(C(F)(F)F)on3)s2)cc1 | . | -4
C#CC(C)(CC)NC(=O)c1cc2ncc(Br)cn2n1 (stereo not drawn) | 10 | .
Cc1ccc(O)c(-c2cc(-c3ccccc3)n[nH]2)c1 | 74* | -3
Cc1cc(C)cc(C(=O)Nc2c3c(nn2C(C)(C)C)CS(=O)(=O)C3)c1 | 4 | -5
Cc1c(Cl)cccc1NC(=O)C1CCN(S(=O)(=O)c2ccc(Cl)cc2)CC1 | -1 | -3
C=CCN(c1ccccc1)S(=O)(=O)c1ccc2[nH]cc(C(=O)NC3CCCCC3)c(=O)c2c1 | 37 | -12
Cc1ccc(-n2nnc(C(=O)O)c2-c2cccnc2)c(F)c1 | -7 | 0
COc1ccc(-c2csnn2)cc1S(=O)(=O)n1nc(C)cc1C | . | 1
O=C(CN1CCCCC1)NCC1COc2ccccc2O1 (stereo not drawn) | 0 | 0
COc1ccc(C=C2Oc3c(ccc(O)c3CN(C)C)C2=O)cc1 | 4 | -16
O=C(NCCCN1CCOCC1)c1cccc(Cl)c1 | -3 | -5
Cc1cc(N2CCCC2)nc(Nc2ccc(NC(=O)CC(C)C)cc2)n1 | -3 | -4
NS(=O)(=O)c1nn2cc(-c3ccccc3)nc2s1 | . | 15
COc1ccc(CNC(=O)c2cnn3c(C)c(Cc4ccc(F)cc4Cl)c(C)nc23)cc1 | -11 | -1
c1cncc(-c2csc(Nc3nc4cc5c(cc4s3)OCO5)n2)c1 | 2 | -4
O=C(Cn1nnc(-c2cc(Cl)cc(Cl)c2)n1)c1cccc([N+](=O)[O-])c1 | . | -5
Cn1c(=O)c2c(-c3ccccc3)n3ncccc3c2n(C)c1=O | -2 | -2
Cc1cc(C)cc(NC(=O)Cn2nc(N3CCC(C)CC3)c3ccccc3c2=O)c1 | -4 | 1
O=C(Nc1ccc(Cl)c(Cl)c1)N1CCN(c2ccc(C(F)(F)F)cc2[N+](=O)[O-])CC1 | 18 | -4
O=C(Nc1ccc(F)cc1F)N1CCC(N2CCN(Cc3ccccc3)C2=O)C1 (stereo not drawn) | -8 | -1
Nc1cc(S(=O)(=O)c2ccc(O)c(N)c2)ccc1O | 3&6 | -5
CC1Cc2nc(SCC(=O)Nc3ccc(Cl)cc3)n(Cc3ccccc3)c(=O)c2S1 (stereo not drawn) | 1 | 2
COc1ccc(-c2cc3nc4c(c(=O)n3[nH]2)CCN(C(=O)c2ccccc2)C4)cc1 | 30 | -2
Cc1ccc(NC(=O)Cn2nnc(-c3ccccc3)n2)cc1Cl | -1 | -5
O=C(O)c1ccccc1NCN1C(=O)C2CC=C(Cl)CC2C1=O (stereo not drawn) | -1 | 2
COCCCN1C(=O)C(=O)C(=C(O)c2ccc(S(=O)(=O)N(C)C)cc2)C1c1ccccc1F (stereo not drawn) | 0 | -3
COc1cccc(/C=C2\N=C(c3ccc(OC)cc3Cl)OC2=O)c1 | 1 | -6
Cc1cc2c(cc1C)NC(CC(=O)Nc1ccccc1C)C(=O)N2 (stereo not drawn) | 5&0 | -2&1
O=C(NCc1ccccn1)c1ccnc(N2CCNC(c3ccccc3)C2)c1 (stereo not drawn) | 37 | -9
COc1ccc(Nc2ncnc3c2cnn3-c2ccc(C)cc2C)cc1 | 14 | -9
CCC(=O)N1CCC(Oc2ccccc2)CC1 | 8 | -2
CC(=O)Nc1ccc(S(=O)(=O)Nc2ccc([N+](=O)[O-])cn2)cc1 | 0 | -1
O[C@@H]1CN(Cc2cccs2)[C@@H](c2ccccc2)C[C@H]1n1cc(C2CC2)nn1 | 7 | -4
COc1ccc(C2C=C(c3cccs3)Nc3ncnn32)cc1OC (stereo not drawn) | 6 | -3
COc1ccc(SCCN2CC[C@@H](O)CCC2=O)cc1 | -1 | -2
Nc1nc(CSCCO)nc(Nc2ccc(F)cc2)n1 | 0 | 7
O=C(Nc1ccccc1F)N1CCCC1c1nc(-c2ccc(F)cc2F)no1 (stereo not drawn) | -11 | -1

Remaining list, next part.
Structure | mHTT CaM bind | Pf apPOL block
COC(=O)c1ccc(Cn2nc(-c3ccc(Cl)cc3)ccc2=O)cc1 | -14 | -7
COc1ccc(-c2cc(C(=O)N3CCCC3c3cc(C(C)C)on3)no2)cc1OC (stereo not drawn) | -4 | 1
CCOc1ccc(NS(=O)(=O)c2ccc(NS(=O)(=O)c3ccccc3)cc2)cc1 | -3 | -4
Cc1ccccc1N(C)S(=O)(=O)c1ccc2[nH]cc(C(=O)N3CCCC3)c(=O)c2c1 | 6 | -3
C=CCNC(=O)CN(Cc1ccccc1)S(=O)(=O)c1ccc(F)cc1 | 1 | -2
Cc1nc2c(c(Nc3cccc(Cl)c3)n1)CCC2 | 2 | -12
CC(C)NC(=O)C(=O)NC1CC(C)(C)NC(C)(C)C1 | -3 | .
CCCNC(=O)c1cc2c(=O)n(CC)ccc2n1C | 0 | -2

Taken from above (five entries):
Structure | mHTT CaM bind | Pf apPOL block
COC(=O)c1ccc(Cn2nc(-c3ccc(Cl)cc3)ccc2=O)cc1 | -14 | -7
COc1ccc(-c2cc(C(=O)N3CCCC3c3cc(C(C)C)on3)no2)cc1OC (stereo not drawn) | -4 | 1
CCOc1ccc(NS(=O)(=O)c2ccc(NS(=O)(=O)c3ccccc3)cc2)cc1 | -3 | -4
Cc1ccccc1N(C)S(=O)(=O)c1ccc2[nH]cc(C(=O)N3CCCC3)c(=O)c2c1 | 6 | -3
C=CCNC(=O)CN(Cc1ccccc1)S(=O)(=O)c1ccc(F)cc1 | 1 | -2

(listing goes on)
Structure | mHTT CaM bind | Pf apPOL block
O=C(Nc1ccccc1C(F)(F)F)C1CC2CCCC(C1)C2=O (stereo not drawn) | -2 | -1
CSc1ccc(NC(=O)N2CCc3c(nc[nH]c3=O)C2)cc1 | -4 | -9
CCCOc1ccccc1NC(=O)Nc1ccc(OC)cc1 | -3 | -1
O=C(Nc1ccc(OC(F)(F)F)cc1)C1Oc2ccccc2NC1=O (stereo not drawn) | -7 | 3
COc1ccc(NC(=O)c2sc3nc4c(c(-c5ccc(C)o5)c3c2N)CCCC4)cc1 | 69* | -3
Cc1ccc2nc(-c3ccc(NC(=O)C4=Cc5cc(Cl)ccc5OC4)cc3)sc2c1 | . | 3

Gathered by group: those above containing a tert-butyl group
Structure | mHTT CaM bind | Pf apPOL block
CCOc1ccccc1NC(=O)Cn1c2ccc(Cl)cc2c(=O)n1C(C)(C)C | -4 | -2
Cc1cc(C)cc(C(=O)Nc2c3c(nn2C(C)(C)C)CS(=O)(=O)C3)c1 | 4 | -5
